Bioassay records (PubChem BioAssay)
p53 reactivator: mutant p53 re-activation in reporter cells | H1299 p53-A138V BP100-luciferase reporter, luminescence, 24 h | Potency, µM (top dose mostly 92.2 µM), for inactives: top-dose activity change, positive = activation, actives largely listed as activators | 0.063% of 320,000 active; note: % of control where 0% means no effect; nearly all actives have a fitted effect of over 45% in size
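H1299 (p53-null), stable ts p53-A138V + BP100-Luc; 1000 cells/well, Opti-MEM/10% FBS; cpd 4 pt, 1:5; 24 h, 37 deg C, 5% CO2; detection reagent 10 min RT; luminescence.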
MBNL1 CUG block: inhibitors of human MBNL1 binding to CUG repeat RNA | Q9NR56 | TR-FRET MBNL1-His/biotin-(CUG)12 binding, 665/545 ratio | AID 2675 | 0.036% of 280,000 active | Potency, µM (titrated, usually from 57.5 µM), for the others: at the top dose activity change, negative = inhibition, actives largely listed as inhibitors; active = well fitted inhibition curve with a large enough effect in the signal ratio, with a control signal flat, not every such curve was filed as active; inconclusive = small, poorly fitted or top-dose-only effect, or effect the other way, or a change in a side signal; inactive = no such curve, though single readings can be large or run the other way; the % refers to the signal ratio; note: % is set by controls: 0 for no effect and ±100 for the full control effect
Target sequence (Q9NR56 whole entry, looked up): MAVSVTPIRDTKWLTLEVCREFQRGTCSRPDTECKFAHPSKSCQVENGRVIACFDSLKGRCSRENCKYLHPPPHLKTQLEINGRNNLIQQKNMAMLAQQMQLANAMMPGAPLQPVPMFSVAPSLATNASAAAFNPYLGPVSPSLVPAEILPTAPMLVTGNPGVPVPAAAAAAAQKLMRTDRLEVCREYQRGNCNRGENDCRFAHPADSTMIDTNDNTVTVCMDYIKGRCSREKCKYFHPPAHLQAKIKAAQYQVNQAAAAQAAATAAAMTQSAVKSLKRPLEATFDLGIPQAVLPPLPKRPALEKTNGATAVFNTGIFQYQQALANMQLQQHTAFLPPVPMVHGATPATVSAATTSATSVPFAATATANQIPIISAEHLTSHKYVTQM
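TR-FRET readout: Ex 340 nm, 665/545 nm emission ratio, normalized to buffer-only (basal) and MBNL1-(CUG)12 controls. Complex of MBNL1-His with Biotin-(CUG)12, compounds 92 nM–58 uM, incubated 60 min at room temperature.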
ELG1 genotox: inducers of genotoxicity in HEK293T ELG1-luciferase cells; HEK293T ELG1-luciferase reporter, luminescence, 16 h; Potency, µM (doses to about 46 µM), without a hit: at the highest dose activity change, positive = activation, actives largely listed as activators; 1.3% of 330,000 active; AID 504466; note: % of control where 0% means no effect; nearly all actives have a fitted effect of over 60% in size
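ELG1-luciferase HEK293T cells, 2,000/well; compound pinned in; 16 hr, 37 °C, 5% CO2; ONE-Glo, 30 min RT; luminescence on CCD imager.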
BRCA1 expr act: increases BRCA1 expression. MCF7-BRCA1-FFLuc reporter, luminescence, 48 h; response scale: scaled: vehicle 0%, 10 µM genistein 100%. AID 624202. Potency, µM (doses to about 46.1 µM), without a hit: at the highest dose activation, actives largely listed as activators. 1.1% of 380,000 active; note: nearly all actives have a fitted effect of over 80% in size; some results filed as inactive show a strong effect at the top dose
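Luminescence from a BRCA1-driven firefly luciferase in MCF7 cells was read after 48 h compound exposure at 37 C. Data normalized against DMSO and a 10microM genistein activation control, then curve-fitted across the titration.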
RORgamma inh: inhibitors of mouse ROR gamma transcriptional activity. P51450. Drosophila S2 Gal4-RORgamma UAS-luciferase reporter, 20 h. 5.4% of 310,000 active. AID 2551. Potency, µM (top dose mostly 53.6 µM), inactives show at the highest dose activity change, negative = inhibition, most hits filed as inhibitors; note: % is set by controls: 0 for no effect and ±100 for the full control effect; nearly all actives have a fitted effect of over 60% in size
Target sequence (P51450 whole entry, looked up, the tested form may be a part): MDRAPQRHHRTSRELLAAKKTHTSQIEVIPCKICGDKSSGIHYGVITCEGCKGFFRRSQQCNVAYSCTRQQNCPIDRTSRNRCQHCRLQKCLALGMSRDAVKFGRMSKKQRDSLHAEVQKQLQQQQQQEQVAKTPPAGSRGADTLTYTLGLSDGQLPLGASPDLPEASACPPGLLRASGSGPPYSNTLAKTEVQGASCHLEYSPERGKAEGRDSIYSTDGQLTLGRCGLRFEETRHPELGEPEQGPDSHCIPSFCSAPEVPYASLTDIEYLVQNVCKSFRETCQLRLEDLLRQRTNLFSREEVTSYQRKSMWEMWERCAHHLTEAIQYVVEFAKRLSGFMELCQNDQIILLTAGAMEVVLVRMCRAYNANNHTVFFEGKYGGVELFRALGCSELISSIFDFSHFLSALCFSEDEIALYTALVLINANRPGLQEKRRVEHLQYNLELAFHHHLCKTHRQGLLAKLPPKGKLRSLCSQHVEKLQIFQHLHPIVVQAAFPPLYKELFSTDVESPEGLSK
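A Gal4/UAS one-hybrid system in insect cells: metallothionein-promoter Gal4–ROR gamma fusion plus Photinus luciferase reporter. Copper sulfate 700 uM final, 20 hr ambient incubation, luminescent detection after 10 min with reagent.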
NPC1 prom act: NPC1 promoter activation; Huh7 NPC1 promoter luciferase reporter, 24 h; Potency, µM (series often up to 9.22 µM), for the others: top-dose activation, hits mostly activators; 2.4% of 320,000 active;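 note: % of control where 0% means no effect; nearly all actives have a fitted effect of over 60% in size; reporter is driven by a mutant NPC1 promoter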
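Huh7 reporter cells (NPC1 promoter driving luciferase) are dosed with compound for 24 h at 37 °C, 5% CO2; luciferase detection reagent is then added and luminescence measured after 10 min at ambient temperature.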
uPA surface inh: inhibitors of cell surface uPA generation; cell surface uPA generation assay, qHTS; Potency, µM (highest dose often 38.3 µM), without a hit: at the top dose activity change, negative = inhibition, usual class: inhibitors; 0.31% of 330,000 active; AID 540303; active = well fitted inhibition curve with a large enough effect; inconclusive = small, poorly fitted or top-dose-only effect; inactive = no such curve, though single readings can be large or run the other way; tested in mouse RAW 264.7 cells; note: % is set by controls: 0 for no effect and ±100 for the full control effect; nearly all actives have a fitted effect of over 55% in size
FLuc counter: inhibits or activates purified firefly luciferase, miR-21 counter-screen; 6.9% of 360,000 active; P08659; purified FLuc, Km substrates, luminescence inhibition; Potency, µM (titrated, usually from 57.5 µM), for the others: at the top dose activity change, negative = inhibition, usual class: inhibitors;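 note: plate controls were vehicle for no effect and reference inhibitor for full effect; nearly all actives have a fitted effect of over 55% in size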
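Purified P. pyralis luciferase, 10 nM final, with Km-level 10 uM D-luciferin and 10 uM ATP in 50 mM Tris acetate pH 7.5, 10 mM Mg acetate, 0.01% Tween-20, 0.05% BSA; 6-point qHTS titration about 60 µM downward; luminescence read.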
Rab9 prom act: activates the Rab9 promoter | Huh7 Rab9 promoter-luciferase reporter, luminescence, 24 h | Potency, µM (doses to about 9.22 µM), for the others: at the top dose activation, negative = inhibition, usual class: activators | 2.8% of 320,000 active | AID 485297; note: % of control where 0% means no effect; nearly all actives have a fitted effect of over 60% in size
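Huh7 cells stably carrying a Rab9 promoter-luciferase reporter, 1500 cells per well in OP-MEM I with 10% FBS, treated with compound 24 hours at 37C. Luciferase activity read by luminescence after 10 minutes with Amplite reagent.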
VP16 counter: Gal4-VP16 reporter inhibition counter-screen | Drosophila S2 Gal4-VP16 UAS-luciferase, luminescence, 20 h | AID 2546 | Potency, µM (titrated, usually from 53.6 µM), without a hit: at the highest dose activity, negative = inhibition, usual class: inhibitors | 3.5% of 310,000 active;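 note: Gal4-VP16 expression switched on by copper sulfate through the metallothionein promoter; % is set by controls: 0 for no effect and ±100 for the full control effect; nearly all actives have a fitted effect of over 50% in size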
Starred values were filed as active, the others as inactive; ? = inconclusive; . = not tested or not shown; [ ] = remark or other dose. Unless noted, calls come from the whole dose curve; as a rule, active = well fitted curve in the direction sought with a large enough effect; inconclusive = small, poorly fitted or top-dose-only effect, or another doubt; inactive = no such curve, though single readings can be large; an effect the other way counts as inactive or inconclusive. Potency is the fitted concentration of half-maximal effect.

Each structure is followed by: ELG1 genotox	RORgamma inh	uPA surface inh	p53 reactivator	MBNL1 CUG block	BRCA1 expr act	FLuc counter	NPC1 prom act	VP16 counter	Rab9 prom act
CCCC(=O)NCCc1ccc(S(N)(=O)=O)cc1
    -7.1%	-8.8%	4.2%	-2.2%	-2.4%	-1.0%	1.4%	-0.7%	-0.3%	-3.0%
O=C(C1CCC(=O)N(C2CCCC2)C1)N1CCN(Cc2cccc(F)c2)CC1 (stereo not given)
    0.4%	24.6%	-5.3%	-1.0%	-8.5%	2.9%	-2.6%	-3.2%	13.2%	0.3%
C=CCn1c(O)c(N=NC(=O)c2ccc3c(c2)OCO3)c2ccccc21
    4.9%	-1.8%	-0.4%	1.1%	28.0%	28.5%	3.01µM*	?	-0.9%	?
CC(NC(=O)c1ccco1)C(=O)N1CCN(c2cccc(C(F)(F)F)c2)CC1 (stereo not given)
    -7.2%	.	0.3%	-10.3%	.	-14.7%	-2.9%	0.6%	.	-1.1%
COc1ccc(OC)c(CNc2nc3ccccc3n2CCN2CCCCC2)c1
    -12.8%	10.9%	.	-3.1%	-24.6%	-8.9%	-2.1%	0.1%	1.7%	-2.8%
COc1ccc(S(=O)(=O)NC2CCCC2)cc1NC(C)=O
    1.0%	-15.4%	0.5%	-4.9%	-1.6%	1.6%	3.7%	0.5%	-14.0%	8.0%
O=[N+]([O-])c1ccccc1-c1nc(-c2ccc(Br)o2)no1
    ?	14.2%	9.2%	?	.	?	3.01µM*	3.16µM*	?	2.82µM*
COc1ccc(/C=C/C(=O)OCC(=O)N2CCCCCC2)c(OC)c1
    1.0%	.	-10.2%	11.3%	.	6.8%	?	-1.7%	.	-1.9%
CN=c1scc(-c2ccc(OC)cc2)n1/N=C(\C)c1cccnc1
    -1.8%	?	.	7.5%	.	-1.0%	12µM*	13.6%	?	1.2%
Cc1cccc(OCCCCCNCCO)c1
    3.6%	7.3%	8.1%	?	-10.1%	-8.9%	6.6%	-2.3%	5.2%	3.1%
Cn1c(=N)n(CC(=O)c2ccccc2)c2ccccc21
    0.366µM*	8.91µM*	-19.1%	-1.9%	-13.2%	-51.5%	1.2µM*	3.16µM*	11.2µM*	1.12µM*
CCOC(=O)CSc1ncnc2c1cnn2-c1ccc(Cl)cc1
    17.2%	-4.6%	8.6%	0.6%	-2.6%	6.6%	9.53µM*	13.5%	-4.0%	4.5%
CCC(C)NC(=O)CC(NS(=O)(=O)c1ccc(Cl)cc1)c1ccco1 (stereo not given)
    -4.3%	-15.5%	-6.5%	3.6%	-8.2%	6.9%	-0.8%	0.3%	12.2%	-4.9%
CC(NS(=O)(=O)c1ccc([N+](=O)[O-])cc1)C(c1cccs1)N1CCOCC1 (stereo not given)
    0.9%	-20.7%	-5.3%	-3.5%	?	-0.1%	-0.8%	-1.1%	14.0%	-4.7%
CCOC(=O)c1c(NC(=O)CN2CCOCC2)sc(C(=O)NC)c1C
    3.1%	-38.1%	-1.8%	-1.3%	7.7%	0.4%	5.4%	-2.3%	3.6%	0.3%
CCOC(=O)N1CCc2c(sc3ncn(Cc4ccc(F)cc4)c(=O)c23)C1
    -5.7%	35.6%	0.1%	-5.8%	-8.9%	-16.9%	-0.7%	-1.5%	-10.5%	-8.9%
CCOC(=O)c1cccnc1SC(CC)C(=O)NCc1ccco1 (stereo not given)
    -0.7%	?	.	-1.2%	-0.2%	14.9%	-2.1%	-2.1%	1.2%	-3.8%
COc1ccc(/C(C)=C2\SC(=S)N(CCC(=O)O)C2=O)cc1
    -5.2%	-0.4%	.	-0.3%	24.3%	-6.6%	-0.1%	-1.8%	-0.2%	-4.0%
COCC(=O)NCc1ccc2c(c1)cc(C)n2C
    2.2%	4.4%	-4.3%	-3.5%	?	-18.1%	-2.5%	-1.5%	0.6%	-0.1%
CCOC(=O)c1sc(Nc2nc3c(OC)cccc3s2)nc1C
    ?	?	.	?	76.6%[activator]	.	6.75µM*	?	?	?
COc1ccc(NC(=O)Cn2nnc(-c3ccccc3N)n2)cc1OC
    0.4%	?	3.9%	3.9%	-3.1%	-11.2%	1.5%	-1.9%	.	1.8%
CC(=O)c1ccc(OCc2cc(C(=O)N3CC[C@@H]4CCCC[C@H]4C3)no2)cc1
    ?	18.7%	-5.7%	?	-7.2%	3.16µM*	9.53µM*	2.51µM*	-12.5%	2µM*
Cc1cccc(N2CC(C(=O)Nc3ccccc3N3CCCC3)CC2=O)c1C (stereo not given)
    0.4%	.	-1.1%	-7.1%	.	-16.7%	0.2%	1.8%	.	-4.2%
CCCCN1C(=O)C(=O)N(c2ccccc2)C1=S
    ?	-12.2%	4.3%	?	?	5.01µM*	12µM*	3.16µM*	-20.2%	3.55µM*
CCC(=O)NC(c1cccc([N+](=O)[O-])c1)c1c(O)ccc2ccccc12 (stereo not given)
    -0.1%	0.7%	3.2%	-0.9%	17.2%	-25.1%	-4.4%	-4.8%	0.1%	-6.0%
Cc1ccccc1OCCc1c(C)[nH]c(=S)[nH]c1=O
    ?	?	-17.4%	1.6%	6.9%	-35.1%	-12.2%	-29.7%	-17.1%	-10.0%
Cc1ccc(NC(=O)CN2C(=O)NC(C)(c3ccc4c(c3)OCO4)C2=O)cc1 (stereo not given)
    -0.9%	.	2.0%	-9.5%	.	-17.4%	.	.	.	.
COc1cc(O)oc1C=Nc1ccc(C(=O)O)cc1
    5.4%	-19.8%	-7.4%	-0.2%	?	3.0%	-9.4%	-0.9%	4.2%	-2.4%
CCOc1ccc(CN(C)C(C)C(=O)NCCc2ccc(F)cc2)cc1 (stereo not given)
    -11.2%	2.4%	-4.7%	4.7%	5.6%	-13.0%	-1.9%	-1.2%	-11.4%	-2.9%
O=C(Nc1ccc2c(c1)Cc1ccccc1-2)c1ccc(Br)o1
    ?	30.3%	14.7%	16.8%	305.6%[activator]	?	?	22.9%	-7.5%	?
N#Cc1ccc(NC(=O)Nc2cccc(C#N)c2)cc1
    -14.7%	25.8%	1.4%	1.3%	-3.6%	-30.6%	?	3.3%	-5.6%	-5.1%
Cc1ccc(NC2=NCC(=O)N2Cc2ccc3c(c2)OCO3)c(C)c1
    3.0%	13.0%	5.4%	-13.4%	-1.7%	10.5%	4.4%	0.5%	-1.9%	-0.4%
COCc1ccc(C(=O)NC2CC(C)(C)Cc3c2cnn3-c2ccc(C)cc2)o1 (stereo not given)
    -4.1%	40.0%	13.2%	-11.3%	-3.4%	-4.7%	-1.5%	-1.0%	-21.6%	5.8%
O=C(Nc1ccc(OC(F)(F)F)cc1)C1CC(c2ccc(F)cc2)=NO1 (stereo not given)
    0.8%	-0.6%	6.1%	1.6%	-4.5%	-0.5%	3.7%	0.0%	-11.5%	3.8%
CC(C)c1cc(N2CCC(=O)NC2=O)cc(C(=O)O)c1O
    2.5%	-13.4%	4.4%	-5.1%	-2.2%[11.5 µM]	-16.2%	-0.5%	-1.5%	0.5%	-2.0%
O=C(NCCc1ccc(Cl)cc1)c1cc(=O)[nH]c2ccccc12
    -1.5%	-3.7%	2.2%	11.0%	5.1%	52.5%	3.6%	0.0%	-4.6%	-2.4%
CC(=O)Nc1cccc(OCC(=O)NC(C)c2ccc3ccccc3c2)c1 (stereo not given)
    -0.8%	10.3%	1.8%	-5.1%	-6.8%	-15.8%	1.4%	-4.3%	-17.3%	0.1%
O=c1[nH]c2ccccc2n1CCC1CCCCC1
    10.4%	?	.	-15.8%	-9.0%	63.9%	?	11.7%	?	29.1%
Cc1c(C(=O)Nc2ccc(OC(F)(F)F)cc2)sc2nc3n(c(=O)c12)CCC3
    -4.2%	?	0.3%	-4.1%	35.3%[activator]	-29.6%	-5.0%	-4.5%	-6.8%	-5.1%
Cn1c(SCC(=O)Nc2ccc(NC(=O)c3cccs3)cc2)nnc1-c1ccncc1
    2.5%	-1.5%	-1.5%	-1.4%	4.6%	0.0%	-0.8%	2.0%	-2.5%	-7.8%
CN(C)c1ccc(C(=O)OCC(=O)Nc2cccc(S(=O)(=O)N3CCCC3)c2)cc1
    -2.4%	.	8.5%	4.7%	.	3.2%	.	.	.	.
O=C(Nc1cccc2c1N(C(=O)c1ccco1)CCC2)c1ccco1
    1.6%	4.2%	8.5%	-0.8%	-8.7%	3.9%	4.2%	-0.4%	-11.2%	-1.9%
Nc1cccc(C(=O)Nc2ccccc2Cl)c1
    ?	36.5%	-0.8%	2.3%	7.0%	29.9%	?	13.9%	6.6%	14.8%
CCOC(=O)c1cc[n+](CC(=O)c2ccc(F)cc2)cc1
    1.1%	20.5%	2.6%	20.1%	?	-1.2%	-0.9%	-2.0%	5.8%	-1.1%
O=C(NNC(=O)c1ccccc1-n1cccc1)c1cccc(Cl)c1
    0.1%	-15.4%	-1.8%	-8.1%	5.0%	-10.3%	2.3%	0.2%	0.5%	-8.6%
